From PubChem
Granule exo inh: blocks lytic granule exocytosis; inhibition, % at 10 µM; AID 651702; hit rate 0.66% among 360,000; TALL-104 LAMP-1 surface exposure, flow cytometry; cells stimulated with thapsigargin and PMA;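 active = inhibition above about 55%, limit read from the data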
NCOA3 inh: inhibits human SRC3 coactivator. Q9Y6Q9. HEK293 GAL4-SRC3 luciferase reporter, luminescence. inhibition, % at 3.6 µM. hit rate 0.17% among 360,000;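 active = inhibition above a per-campaign cutoff, the mean of all compounds plus 3 SD, cut at about 60% in these data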;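 also: 0% = DMSO-treated cells and 100% = gossypol-treated cells at 36 µM; higher means less SRC3-driven luciferase light from the GAL4 reporter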
TWEAK-Fn14 inh: inhibitors of TWEAK-Fn14 interaction signaling. AID 1159606. hit rate 2% among 360,000. TWEAK-stimulated Fn14 reporter cells, luciferase luminescence, 8 h. inhibition, % at 10 µM; in the data active = inhibition above about 50%
TROY NFkB inh: inhibitors of TROY-dependent NF-kB signaling. Q293 LMP1-TROYcd NF-kB luciferase reporter, 4 h. inhibition, % at 10 µM. hit rate 0.98% among 360,000. AID 1347056;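 active = compounds whose plate-normalised and pattern-corrected inhibition of the luciferase reporter signal at the single screening dose is 50% or more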
LRH-1 inv ag: inverse agonists of human LRH-1 (NR5A2). HEK293T StAR-luciferase reporter, LRH-1 transfected, 24 h. AID 602396. hit rate 0.13% among 360,000. O00482. inhibition, % at 3.6 µM;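 active = inhibition above the mean inhibition of all tested compounds plus 3 SD, cut at about 73% in these data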;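 also: 0% = DMSO wells and 100% = reporter-only cells lacking LRH-1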
TLR9-MyD88 inh: TLR9-MyD88 interaction inhibition. Q9NR96+Q99836. CHO BLA complementation TLR9-MyD88, CCF4 FRET ratio. inhibition, % at 4.98 µM. hit rate 0.21% among 340,000. AID 504734;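 active = inhibition above the mean over all tested compounds plus 3 SD, cut at about 21% in these data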;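 also: 0% = DMSO only wells and 100% = clavulanate BLA inhibitor control wells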
NCOA1 inh: inhibitors of human steroid receptor coactivator 1 (SRC1); Q15788; HEK293 GAL4-SRC1 luciferase reporter, luminescence; inhibition, % at 3.6 µM; hit rate 0.12% among 360,000;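 active = inhibition above the campaign mean plus 3 SD, with each screening campaign given its own cutoff, cut at about 60% in these data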;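 also: 0% = DMSO treated cells and 100% = gossypol at 36 µM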
ABHD5-PLIN5 inh: ABHD5-PLIN5 protein interaction inhibition | Q00G26+Q8WTS1 | Split G. princeps luciferase complementation, luminescence, 4 h | inhibition, % at 4 µM | hit rate 0.78% among 360,000 | AID 602281;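 active = inhibition above the mean inhibition across every tested compound plus 3 SD, cut at about 22% in these data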;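 also: 0% = DMSO only wells and the 100% control is not disclosed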
NOD2 RIPK2 PPI: blocks binding of human NOD2 to RIPK2; CHO BLA complementation NOD2-RIPK2, CCF4 ratio; inhibition, % at 4.98 µM; AID 624267; O43353; hit rate 0.38% among 360,000; in the data active = inhibition above about 21%;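 also: 0% = vehicle only and 100% = reference blocker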
NR2F2 inh: blocks human COUP-TFII nuclear receptor; HEK293T NGFI-A luciferase reporter, luminescence; inhibition, % at 8.6 µM; hit rate 0.7% among 370,000; AID 686940;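 active = inhibition above a per-plate cutoff, mean inhibition of test wells between control levels plus 3 SD, cut at about 38% in these data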;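 also: cells cotransfected with COUP-TFII expression vector driving the NGFI-A reporter; 0% = median of COUP-TF2 test wells and 100% = reporter-only cells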
SRC2 inh: human SRC2 (NCOA2) inhibition; Q15596; HEK293 GAL4-SRC2 luciferase reporter, luminescence; inhibition, % at 9 µM; hit rate 0.17% among 370,000; AID 651957;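 active = inhibition above the mean inhibition of all tested compounds plus 3 SD, set per campaign, cut at about 52% in these data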;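 also: 0% = DMSO treated cells and 100% = cells given Gossypol at 36 µM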
Target sequence (Q15596 whole entry, looked up, the tested form may be a part): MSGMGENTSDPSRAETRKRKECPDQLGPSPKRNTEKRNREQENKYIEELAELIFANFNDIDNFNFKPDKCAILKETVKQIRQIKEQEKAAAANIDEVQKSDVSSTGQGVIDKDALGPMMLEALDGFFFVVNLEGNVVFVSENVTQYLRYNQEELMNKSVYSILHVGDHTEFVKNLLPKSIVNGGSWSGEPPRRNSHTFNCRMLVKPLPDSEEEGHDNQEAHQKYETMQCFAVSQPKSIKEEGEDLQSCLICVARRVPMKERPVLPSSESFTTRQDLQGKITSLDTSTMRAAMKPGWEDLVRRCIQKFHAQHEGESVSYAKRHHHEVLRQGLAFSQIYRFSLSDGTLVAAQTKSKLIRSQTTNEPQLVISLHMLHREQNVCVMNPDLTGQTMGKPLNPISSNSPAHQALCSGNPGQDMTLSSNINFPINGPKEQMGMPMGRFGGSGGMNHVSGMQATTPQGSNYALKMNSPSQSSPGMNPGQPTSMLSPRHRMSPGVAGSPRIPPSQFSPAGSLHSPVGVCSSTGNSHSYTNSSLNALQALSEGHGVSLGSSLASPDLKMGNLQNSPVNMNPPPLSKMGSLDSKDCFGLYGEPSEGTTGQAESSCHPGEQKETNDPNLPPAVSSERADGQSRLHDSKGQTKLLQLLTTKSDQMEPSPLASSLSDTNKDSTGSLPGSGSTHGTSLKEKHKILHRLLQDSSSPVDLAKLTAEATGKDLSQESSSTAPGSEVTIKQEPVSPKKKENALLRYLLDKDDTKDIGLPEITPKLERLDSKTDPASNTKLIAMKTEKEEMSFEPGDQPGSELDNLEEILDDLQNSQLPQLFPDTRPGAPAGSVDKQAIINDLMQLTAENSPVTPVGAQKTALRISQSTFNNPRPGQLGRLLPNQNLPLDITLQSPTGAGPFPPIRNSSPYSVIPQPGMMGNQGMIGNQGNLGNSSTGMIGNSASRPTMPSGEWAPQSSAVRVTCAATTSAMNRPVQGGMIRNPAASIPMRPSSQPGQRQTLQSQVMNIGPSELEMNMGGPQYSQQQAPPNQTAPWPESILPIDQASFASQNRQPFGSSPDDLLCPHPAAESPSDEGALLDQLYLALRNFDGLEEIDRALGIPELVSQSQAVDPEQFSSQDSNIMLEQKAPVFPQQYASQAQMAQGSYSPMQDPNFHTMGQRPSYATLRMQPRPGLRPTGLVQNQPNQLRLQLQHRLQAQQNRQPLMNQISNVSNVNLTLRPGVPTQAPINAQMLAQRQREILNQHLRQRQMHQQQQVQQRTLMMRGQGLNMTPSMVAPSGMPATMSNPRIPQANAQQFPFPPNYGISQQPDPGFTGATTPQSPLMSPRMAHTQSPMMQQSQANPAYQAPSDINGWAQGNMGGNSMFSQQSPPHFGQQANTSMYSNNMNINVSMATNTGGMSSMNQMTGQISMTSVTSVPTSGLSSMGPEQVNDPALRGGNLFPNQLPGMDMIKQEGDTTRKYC
Active calls of the source: *; x = not tested or not shown. Some of the compounds tested; the hit share may differ from the screen's.

SMILES	TWEAK-Fn14 inh	Granule exo inh	NCOA3 inh	NOD2 RIPK2 PPI	LRH-1 inv ag	TLR9-MyD88 inh	NR2F2 inh	SRC2 inh	TROY NFkB inh	NCOA1 inh	ABHD5-PLIN5 inh
COc1cccc2sc3cc(NCCCN4CCOCC4)ccc3c(=O)c12	35	0	-58	9	-26	9	-19	-29	-3	-25	-4
COC(=O)C1=C(NC(=O)COc2ccc(Cl)cc2Cl)CCS1	-11	-2	-1	-10	-11	4	-14	-40	-45	-23	-5
COc1ccccc1COCC(O)CNCCc1ccc(C(F)(F)F)cc1 (stereo not given)	3	20	-6	2	3	-5	-12	6	-6	-4	0
COc1ccc(C(=O)Nc2cc(Cl)ccc2-n2cncn2)c(OC)c1OC	-7	3	8	-2	11	-11	-13	-24	3	-8	-4
COC(=O)c1sccc1NC(=O)c1c(Cl)cnn1C	-9	-1	1	-5	9	6	22	-26	-12	1	-2
CCOc1cccc(N2C(=O)CC(NCc3ccc(S(N)(=O)=O)cc3)C2=O)c1 (stereo not given)	-11	-1	7	-1	11	-3	-3	-21	5	-12	2
CCOC(=O)c1c(CS(=O)(=O)c2ccccc2)n(C)c2cc(Br)c(O)c(CN(C)C)c12	24	-3	-5	-28	14	-1	16	-42	33	-18	6
Cc1ccc(C)c(S(=O)(=O)NCC(=O)Nc2ccc3c(c2)OCO3)c1	5	-2	11	0	1	1	1	4	-9	-2	5
COc1cc2cc(CCOC(=O)N3CCCCC3)oc(=O)c2cc1OC	9	15	3	-7	18	7	9	-3	3	-6	3
CN(C)CC(O)CN(c1ccccc1)c1ccccc1 (stereo not given)	-4	-2	-5	-4	6	x	4	-14	-3	-1	-7
O=C(Nc1ccc(N2CCCC2)cc1)c1ccccc1F	11	11	-80	-2	-139	-5	-57	-66	-35	-115	10
COc1ccc(OC)c(S(=O)(=O)Nc2cccnc2)c1	-11	0	-12	-1	-12	10	14	-1	-12	13	-1
CNc1cc(-c2cc(OC)ccc2OC)ncn1	-6	2	6	9	-27	x	-12	-7	-2	-13	-1
Cc1csc(=O)n1CC(=O)OCC(=O)N(CC(C)C)c1c(N)n(Cc2ccccc2)c(=O)[nH]c1=O	-6	0	11	-3	1	-7	-11	10	-12	-6	6
COc1ccc(CN(CC(=O)NCc2ccc(F)cc2)C(=O)CCC(=O)Nc2ccccn2)cc1	4	24	7	-10	-1	-1	20	-11	-13	-13	-7
CN(c1ccccc1)c1nc(N)c([N+](=O)[O-])c(NC2CCCCC2)n1	-8	-21	14	8	-10	4	3	2	-24	-14	-2
Cc1nnc2ccc(-c3ccc(NC(=O)Cc4cccs4)cc3)nn12	-18	-2	2	1	4	-10	-45	-26	6	-11	-1
Cc1oc(-c2ccc3c(c2)OCCO3)cc1C(=O)NC(Cc1ccccc1)C(=O)O (stereo not given)	12	6	-2	-10	-6	5	-14	-28	24	-82	4
Cc1nn(C(C)C(=O)O)c(=O)c2ccccc12 (stereo not given)	2	-2	13	-2	2	3	14	3	-15	-8	2
CC(=O)Oc1ccc2c(C)c(CC(C)O)c(=O)oc2c1 (stereo not given)	-1	0	-8	2	-4	3	3	4	-3	-13	2
COc1ccc(S(=O)(=O)N2CCCC(C(=O)NCCc3ccccc3)C2)cc1 (stereo not given)	-5	10	-7	-1	6	-1	5	-25	-2	12	-9
CCOC(=O)c1c(CN(C)C)n(-c2ccc(C)cc2)c2cc(Br)c(O)cc12	-21	-1	14	-2	-15	5	-13	-41	16	-2	7
O=C(N/N=C/C=C/c1ccccc1[N+](=O)[O-])c1cc(-c2cccnc2)nc2ccccc12	9	7	-11	-1	-1	3	8	-22	0	-4	2
CCCC(=O)NCCCc1nc2ccccc2n1C	1	-14	-12	5	-42	0	-7	-4	3	-2	5
CCOC(=O)N1CCC(N(CCN(C)C)C(=S)Nc2cccc(C)c2)CC1	-8	-3	16	4	-11	1	18	-3	16	2	-2
COc1cc(NC(=O)C2CC(c3ccccc3Cl)=NO2)cc(OC)c1OC (stereo not given)	14	-12	13	-4	2	-13	12	18	10	-21	0
O=C1COc2ccc(C(=O)CSc3ccccc3C(=O)O)cc2N1	-2	9	9	8	6	6	-4	0	-5	0	11
O=C(COC(=O)c1ccc[nH]c1=O)NC1CCCC1	10	-6	17	-4	0	-11	14	6	-7	0	-3
CC1CC1C(=O)OCC(=O)NC(=O)NC12CC3CC(CC(C3)C1)C2 (stereo not given)	23	2	-32	11	-26	2	-35	-52	12	-31	-3
O=C(NCCc1ccccc1)c1c(O)c2ccccc2[nH]c1=O	-16	3	-3	1	-8	6	-2	4	-64	-2	-5
COc1ccc(NS(=O)(=O)c2ccc(C)c(C(=O)N(C)Cc3ccc(OC)cc3OC)c2)cc1	-7	5	-11	3	15	-5	-1	-2	-11	2	-8
CC1=C(C(=O)Nc2ccccc2)C(c2ccco2)C(C#N)=C(SCC(=O)Nc2cccc(C)c2C)N1 (stereo not given)	32	1	12	0	7	6	5	8	-8	9	-2
O=C(/C=C/Nc1ccc([N+](=O)[O-])cc1Br)c1cccc2ccccc12	28	-6	-28	7	1	-14	-26	-12	38	-24	-2
Cc1ccc(CNC(=O)C(=O)c2cn(CC(=O)N3CCOCC3)c3ccccc23)cc1	-18	13	-6	5	-24	4	-15	3	-29	-23	5
CCCOC(=O)C(C)n1cnc2scc(-c3ccc(C)cc3)c2c1=O (stereo not given)	-2	-2	12	-3	14	3	32	-13	-8	12	-8
CN(C)CCNC(=O)c1cc2sc3ccccc3c2s1	-41	10	-40	-4	-20	-2	-19	-36	-26	-49	9
CCNC(=O)C1(C)CCN(C(=O)C(c2ccccc2)c2ccccc2)C1 (stereo not given)	24	-7	-3	-4	-5	x	-1	12	10	-19	2
Cc1ccc(S(=O)(=O)N2CCC(=O)N(CCOC(=O)Nc3ccc(F)cc3)CC2)cc1	-8	4	-1	-4	-50	-1	8	-14	-13	-5	-2
Cc1ccc(C(C)NC(=O)CSc2ccc(S(=O)(=O)N3CCOCC3)cn2)cc1C (stereo not given)	-1	15	7	4	14	-13	7	7	4	4	-12
Cc1c(-c2nc(-c3ccncc3)no2)cccc1[N+](=O)[O-]	-42	-5	-13	-3	-2	5	-12	-17	-34	-57	2
CCc1ccccc1NC(=O)CN1CCN(CC(=O)Nc2ccc3c(c2)OC2(CCCCC2)O3)CC1	37	-2	-18	-2	9	-2	-3	-10	39	5	4
Cc1cc(Cl)ccc1C(=O)C1CCCN(C(=O)c2cnsn2)C1 (stereo not given)	-5	3	22	-3	2	4	14	-2	-14	0	2
O=C1C(C23CC4CC(CC(C4)C2)C3)C(=O)N(c2ccccc2)N1c1ccccc1	13	-2	20	-6	-10	3	-11	-9	-14	-10	-2
Cc1cccc2c(N)c3c(nc12)N(C)CC3	8	-12	-11	-5	-4	5	20	2	-10	-14	5
COc1cc(C(C[N+](=O)[O-])c2c(C)[nH]c3ccccc23)ccc1O (stereo not given)	2	0	13	-13	21	3	8	4	12	-19	2
COc1ccc(-c2cc(C(=O)NCC(C)C)no2)cc1	3	2	-106	4	-159	-5	-27	-69	-31	-103	-1
O=C(Cc1ccccc1)Nc1ccc(NC(=S)NC(=O)c2ccccc2)cc1	-4	0	-47	18	-8	2	-14	11	-2	9	-13
CCOC(=O)c1ccoc1CN1CCN(S(=O)(=O)c2ccc(C)c(C)c2)CC1	-1	0	8	-2	-1	2	-4	20	3	6	-12
CCCN1CCN(C(=O)c2ccccc2-c2nc3ccccc3s2)CC1	2	0	-2	-11	5	-9	-9	-5	-8	-4	-2
Cc1ccccc1C(=O)NCC(=O)Nc1ccc(C)c(S(=O)(=O)N2CCCCCC2)c1	11	0	2	4	0	6	9	17	14	6	-2
O=C(CSc1ncn[nH]1)Nc1cccc2ccccc12	-2	-1	-21	-3	16	2	-25	-16	15	-6	-2
CSc1nc(S(=O)(=O)c2ccc(C)cc2)c(Cl)s1	19	-3	16	1	13	0	22	19	3	-17	-1
CN(C)/C=N/n1cnc2ccccc2c1=O	2	-18	7	-3	6	-10	5	-14	-15	9	4
CCc1c(C)nc(N)n2c(SCC(=O)NC3CCCCC3)nnc12	7	0	-10	-1	0	-6	0	-8	-4	13	-9
COC(=O)c1cccc(NC(=O)c2cc(OC)c(OC)c(OC)c2Br)c1	11	-2	18	-9	4	1	-9	3	-15	0	-2
COc1ccc(CCN(C)C(=S)NC(=O)c2ccc(F)cc2Cl)cc1OC	-8	0	20	-2	12	-4	7	20	2	-4	-4
CCCN1CCC(=O)N([C@H](CSc2ccc(C)cc2)CC(C)C)CC1	41	6	-21	-6	-63	-1	-22	-37	61*	-81	7
CCN(CC)S(=O)(=O)c1ccc(C(=O)Nc2ncn(Cc3ccccc3)n2)cc1	-16	2	13	2	37	-2	13	-4	0	1	5
COc1cc2sc(NC(=O)c3ccco3)nc2cc1Cl	-15	-2	-87	-4	-62	-7	-28	-109	-72	-85	3
CNC(=O)CN(c1cccc(Br)c1)S(C)(=O)=O	-3	3	23	-4	2	4	7	5	-35	-5	3

Further entries.
SMILES	TWEAK-Fn14 inh	Granule exo inh	NCOA3 inh	NOD2 RIPK2 PPI	LRH-1 inv ag	TLR9-MyD88 inh	NR2F2 inh	SRC2 inh	TROY NFkB inh	NCOA1 inh	ABHD5-PLIN5 inh
CC(C)(C)C1CCC(=NNC(=O)CC(=O)NCc2ccccc2)CC1 (stereo not given)	6	-2	-3	2	-23	13	-10	-4	-6	10	1
Cc1ccc(C)c(NS(=O)(=O)c2cc(C(=O)NCCC3=CCCCC3)ccc2C)c1	25	8	-10	7	0	11	7	16	22	-14	-8
O=c1[nH]c2ccccc2nc1Cc1ccc(Cl)cc1	5	-9	2	-12	11	0	-15	-9	16	16	3
O=C(Oc1ccc(C(=S)N2CCOCC2)cc1)c1ccc([N+](=O)[O-])cc1[N+](=O)[O-]	-52	-4	5	-4	-12	-13	-11	11	5	-1	-6
O=C(NCN1CCN(c2ccccc2)CC1)c1cnccn1	-2	-2	-13	-1	10	-9	24	2	11	-2	1
CCn1nc(C)c(CN2CCC(C(=O)Nc3cccc(-c4cccc(F)c4)c3)CC2)c1C	17	15	5	0	3	5	-9	-13	13	2	12
COc1ccc(S(=O)(=O)N2CCC(C(=O)NCCC(=O)Nc3ccccc3OC)CC2)cc1	12	-2	-5	-2	7	12	9	1	-3	-2	-5
Cc1ccc(S(=O)(=O)N2CCOCC2)cc1NC(=O)COC(=O)c1ccco1	-1	-6	-5	-11	-16	1	0	-15	3	-6	-4
O=C(O)c1cccc2c3c([nH]c12)CCCC3	31	-2	1	-10	0	1	9	-1	2	7	4
COC(=O)c1sccc1NC(=O)c1ccc(Cl)s1	0	-1	4	-13	-7	-3	x	x	-7	8	-4
